# Assay outcomes (PubChem)
# EBI2 antag: antagonists of human EBI2 receptor; AID 651636; inhibition, % at 5 µM; EBI2 beta-arrestin recruitment, luminescence, 7a,25-OHC stimulated; hit rate 0.81% among 360,000; P32249; in the data active = inhibition above about 38%;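 also: enzyme fragment complementation signal reports receptor beta-arrestin coupling in cells; 0% = agonist plus DMSO wells and 100% = wells without agonist; some results beyond the cut were filed as inactive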
# Target sequence (P32249 whole entry, looked up, the tested form may be a part): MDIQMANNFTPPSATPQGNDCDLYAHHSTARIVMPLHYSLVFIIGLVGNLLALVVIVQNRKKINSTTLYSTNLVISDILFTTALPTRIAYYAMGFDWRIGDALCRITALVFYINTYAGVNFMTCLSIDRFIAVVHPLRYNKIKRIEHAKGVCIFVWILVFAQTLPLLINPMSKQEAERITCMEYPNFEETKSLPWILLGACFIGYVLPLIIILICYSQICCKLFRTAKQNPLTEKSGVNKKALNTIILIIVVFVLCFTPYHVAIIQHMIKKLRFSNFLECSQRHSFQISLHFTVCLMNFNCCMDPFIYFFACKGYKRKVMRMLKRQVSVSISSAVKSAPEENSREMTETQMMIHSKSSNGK
# UBC13 inh: inhibitors of human UBC13 polyubiquitin chain formation | TR-FRET | inhibition, % at 20 µM | hit rate 0.47% among 330,000; in the data active = inhibition above about 45%, passing the limit was not always enough
# Target sequence (P61088 whole entry, looked up): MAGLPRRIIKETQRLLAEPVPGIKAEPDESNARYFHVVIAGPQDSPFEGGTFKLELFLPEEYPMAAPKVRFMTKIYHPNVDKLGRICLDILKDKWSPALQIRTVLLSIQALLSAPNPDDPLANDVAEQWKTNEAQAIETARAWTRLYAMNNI
# CXCR6 block: CXCR6 (human) receptor inhibition | O00574 | CHO-K1 PathHunter CXCR6 beta-arrestin, luminescence | inhibition, % at 20 µM | hit rate 0.36% among 360,000 | AID 602244; in the data active = inhibition above about 34%, passing the limit was not always enough;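 also: antagonist mode with CXCL16 agonist at 10 nM final; 0% = 10 nM CXCL16 with DMSO and 100% = unstimulated wells without agonist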
# Gli-Sufu antag: Gli-Sufu pathway antagonism | Sufu-KO-LIGHT fibroblasts, Gli luciferase reporter luminescence | inhibition, % at 5 µM | hit rate 0.74% among 340,000;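 active = inhibition above about 55%, limit read from the data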;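 also: 0% = DMSO-treated cells and 100% = wells with medium but no cells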
# 697 NFkB inh: lowers PMA/ionomycin-induced NF-kB signal in 697 B cells; 697 B-cell NF-kB luciferase reporter, 16 h; inhibition, % at 4 µM; AID 435022; hit rate 0.33% among 330,000; in the data active = inhibition above about 35%
# APJ antag: blocks the human apelin receptor APJ; P35414; inhibition, % at 20 µM; CHO-K1 APJ beta-arrestin complementation, luminescence; hit rate 0.32% among 330,000;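 active = inhibition above about 40% at 20 µM, limit read from the data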;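 also: cells challenged with 10 nM apelin-13 agonist together with compound; plate controls were apelin-13 plus DMSO wells for no effect and DMSO wells lacking apelin-13 for full effect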
# CCR6 antag: antagonists of human CCR6 receptor. P51684. CHO-K1 CCR6 PathHunter beta-arrestin, luminescence, CCL20-stimulated. inhibition, % at 20 µM. hit rate 0.49% among 340,000;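 active = compounds whose inhibition of the agonist-driven luminescence signal at 20 µM reaches about 50%, limit read from the data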;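 also: cells stimulated with CCL20 at 14 nM final; plate controls were DMSO with CCL20 for no effect and DMSO without agonist for full effect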
# Jurkat NFkB inh: inhibitors of the PMA/ionomycin-induced NF-kB reporter in Jurkat cells; PMA/ionomycin-induced NF-kB luciferase reporter, luminescence; inhibition, % at 4 µM; hit rate 0.53% among 330,000; in the data active = inhibition above about 50%
# Numbers without * were called inactive; nt = not tested or not shown. Not all compounds are listed, so the mix of outcomes need not match the whole.
# Every second line gives: EBI2 antag	UBC13 inh	CXCR6 block	Gli-Sufu antag	697 NFkB inh	APJ antag	CCR6 antag	Jurkat NFkB inh
O=C(Cc1ccc(Br)cc1)N1CCN(Cc2ccccc2)CC1
 : 17	5	-5	-2	-15	14	1	-10
CNC(=O)NC(O)C(Cl)(Cl)Cl (configuration not stated)
 : 0	1	3	2	3	8	-9	-6
NC1(C(=O)O)CCCc2ccc(N(CCCl)CCCl)cc21 (configuration not stated)
 : -4	nt	6	15	nt	nt	14	nt
CCc1ccc(-n2c(O)c(/C=N/NC(=O)c3ccncc3)c(=O)[nH]c2=O)cc1
 : -13	2	5	-10	5	-45	7	0
O=C(Nc1ccc(F)cc1F)c1cccn(Cc2ccccc2)c1=O
 : -5	-1	-9	-15	-34	6	3	4
CCC(CC)N1CCN(C(=O)Cc2ccccc2)CC1
 : -4	3	-1	3	13	-11	-2	-5
CCC(C)C1NC(=O)C2CCCN2C(=O)C(CC(C)C)OC(=O)CCNC(=O)C(C)N(C)C(=O)C(C(C)C)N(C)C1=O (configuration not stated)
 : 8	nt	-7	5	nt	nt	-7	nt
Cc1ccc2c(C)cccc2c1
 : 4	nt	-9	9	nt	nt	-6	nt
C=C(Cl)CSC(=S)N(CC)CC
 : -1	-6	-3	-4	13	7	5	-5
CN1C2CCC1C(C(=O)O)C(O)C2 (configuration not stated)
 : 0	-22	4	-14	-2	8	2	-9
CCOC(=O)C1(c2ccccc2)CCN(CCc2ccc(NC(=O)CCC(=O)O)cc2)CC1
 : 0	nt	5	0	nt	nt	13	nt
COc1ccn(C)c(=O)c1C#N
 : -9	1	-3	-16	25	21	-1	6
COc1ccc(CC2C(=O)N(c3ccccc3)C(=O)N(c3ccccc3)C2=O)c(OC)c1
 : 1	-4	-4	5	-31	-11	-13	-16
CC(NCc1ccc(Cl)cc1Cl)C(O)c1ccccc1 (configuration not stated)
 : 29	10	-7	-14	7	6	6	-11
Nc1ccccc1C(=O)OCCOc1ccccc1
 : -4	14	7	-120	-266	11	15	-155

# Molecules above with a Cl atom:
# Every second line gives: EBI2 antag	UBC13 inh	CXCR6 block	Gli-Sufu antag	697 NFkB inh	APJ antag	CCR6 antag	Jurkat NFkB inh
CNC(=O)NC(O)C(Cl)(Cl)Cl (configuration not stated)
 : 0	1	3	2	3	8	-9	-6
NC1(C(=O)O)CCCc2ccc(N(CCCl)CCCl)cc21 (configuration not stated)
 : -4	nt	6	15	nt	nt	14	nt
C=C(Cl)CSC(=S)N(CC)CC
 : -1	-6	-3	-4	13	7	5	-5
CC(NCc1ccc(Cl)cc1Cl)C(O)c1ccccc1 (configuration not stated)
 : 29	10	-7	-14	7	6	6	-11

# Next part
# Every second line gives: EBI2 antag	UBC13 inh	CXCR6 block	Gli-Sufu antag	697 NFkB inh	APJ antag	CCR6 antag	Jurkat NFkB inh
CC(Cc1ccccc1)N1C(=O)c2ccccc2C1=O (configuration not stated)
 : 5	3	8	-3	-9	8	1	-9
Cc1c(N=Cc2c(O)n(C)c(=O)[nH]c2=O)c(=O)n(-c2ccccc2)n1C
 : -6	-8	11	5	-1	6	-8	5
CC(C)C(=O)c1cn(Cc2ccccc2C#N)c2ccccc12
 : 0	11	-4	2	1	28	20	9
CCOP(=O)(OCC)c1ccc(O)cc1
 : -22	7	1	1	5	8	5	6
C[N+]1([O-])[C@@H]2CC(OC(=O)[C@H](CO)c3ccccc3)C[C@H]1[C@@H]1O[C@@H]12 (some centres not stated)
 : -5	9	-1	-6	6	13	-8	4
c1ccc(C[n+]2ccccc2)cc1
 : 2	0	6	11	3	16	14	12
CC(=O)c1ccc(OC(=O)N(C)c2ccccc2)cc1
 : -10	8	7	-58	-8	17	-3	-40
CC(=O)Nc1ccccc1OC(=O)N(C)C
 : 9	12	3	5	21	15	1	9
CCN1CCN(c2cc(=O)n3ccccc3n2)CC1
 : -9	-2	-2	-14	12	5	6	2
CCN[C@@H](C)Cc1cccc(C(F)(F)F)c1
 : 7	8	0	14	11	13	-2	10
OC(c1ccccc1)(c1ccc(Cl)cc1)C1CN2CCC1CC2 (configuration not stated)
 : -6	-4	1	58*	-10	-9	-7	-4
CC(C)=CCc1c(O)cc2c(c1O)C(=O)CC(c1ccc(O)cc1)O2 (configuration not stated)
 : 31	-4	-4	-11	-33	3	20	-3
O[C@@H]1CCCC[C@H]1N1CCC(c2ccccc2)CC1
 : -1	-10	-5	-15	17	0	8	10
O=c1c2ccccc2nc(-c2ccc([N+](=O)[O-])cc2)n1-c1ccccc1
 : -3	-13	2	-2	-24	6	-5	7
Cn1c(=O)cc(OCCCC(=O)N2CCC3(CC2)OCCO3)c2ccccc21
 : 4	2	0	6	14	22	-7	1
CCCCC(CC)COCCCN=Cc1c(O)[nH]c(=S)[nH]c1=O (configuration not stated)
 : -1	12	7	-8	16	-8	9	-8
CCCC1(CCC)C(=O)NC(=NCc2ccccc2)NC1=O
 : -26	-1	-4	1	-12	-13	3	-8

# 2 entries from above, comma-delimited.
Molecule,EBI2 antag,UBC13 inh,CXCR6 block,Gli-Sufu antag,697 NFkB inh,APJ antag,CCR6 antag,Jurkat NFkB inh
Cc1c(N=Cc2c(O)n(C)c(=O)[nH]c2=O)c(=O)n(-c2ccccc2)n1C,-6,-8,11,5,-1,6,-8,5
CC(C)C(=O)c1cn(Cc2ccccc2C#N)c2ccccc12,0,11,-4,2,1,28,20,9

# Look-ups from the results shown.
# For EBI2 antag, CC(C)=CCc1c(O)cc2c(c1O)C(=O)CC(c1ccc(O)cc1)O2 (configuration not stated) has 31
# For APJ antag, OC(c1ccccc1)(c1ccc(Cl)cc1)C1CN2CCC1CC2 (configuration not stated) has -9
# For APJ antag, Cn1c(=O)cc(OCCCC(=O)N2CCC3(CC2)OCCO3)c2ccccc21 has 22
